Source: PubChem BioAssay (Broad Institute)
DENV2 CPE = inhibitors of DENV2 cytopathic effect | DENV2-infected cells, cytopathic effect rescue, plate reader | CPE inhibition, % at 9.99 µM | 350,000 tested, 1.7% active; in the data active = CPE inhibition above about 20%, passing the limit was not always enough; inconclusive = no clear call, values can overlap the other calls; tested in BHK-21 cells;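 also: 0% = median of neutral control wells and 100% = median of positive control wells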
SIRT5 inh = sirtuin-5 (human) deacylase inhibition. Q9NXA8. 330,000 tested, 1.1% active. inhibition, % at 15 µM. AID 652115. Purified SirT5, succinyl-peptide AMC, trypsin-coupled fluorescence; in the data active = inhibition above about 15%; inconclusive = no clear call, values can overlap the other calls
Target sequence (Q9NXA8 whole entry, looked up): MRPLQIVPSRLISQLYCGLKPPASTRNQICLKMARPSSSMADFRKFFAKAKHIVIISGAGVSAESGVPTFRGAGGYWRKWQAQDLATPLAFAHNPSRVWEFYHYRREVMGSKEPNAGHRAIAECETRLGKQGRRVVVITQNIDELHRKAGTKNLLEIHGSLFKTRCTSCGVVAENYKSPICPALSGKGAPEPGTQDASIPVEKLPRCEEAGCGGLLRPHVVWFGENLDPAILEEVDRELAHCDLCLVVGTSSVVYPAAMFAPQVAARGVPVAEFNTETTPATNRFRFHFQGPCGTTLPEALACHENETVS
ERp5 block = blocks human ERp5 reductase activity on insulin; ERp5 insulin aggregation, absorbance 650 nm, 90 min; inhibition, % at 9.99 µM; 350,000 tested, 0.05% active; AID 651711;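 active = mean replicate inhibition above about 25%, with every replicate also reaching it, limit read from the data, passing the limit was not always enough; inconclusive = only one of those two criteria met; inactive = neither criterion met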
Target sequence (Q15084 whole entry, looked up): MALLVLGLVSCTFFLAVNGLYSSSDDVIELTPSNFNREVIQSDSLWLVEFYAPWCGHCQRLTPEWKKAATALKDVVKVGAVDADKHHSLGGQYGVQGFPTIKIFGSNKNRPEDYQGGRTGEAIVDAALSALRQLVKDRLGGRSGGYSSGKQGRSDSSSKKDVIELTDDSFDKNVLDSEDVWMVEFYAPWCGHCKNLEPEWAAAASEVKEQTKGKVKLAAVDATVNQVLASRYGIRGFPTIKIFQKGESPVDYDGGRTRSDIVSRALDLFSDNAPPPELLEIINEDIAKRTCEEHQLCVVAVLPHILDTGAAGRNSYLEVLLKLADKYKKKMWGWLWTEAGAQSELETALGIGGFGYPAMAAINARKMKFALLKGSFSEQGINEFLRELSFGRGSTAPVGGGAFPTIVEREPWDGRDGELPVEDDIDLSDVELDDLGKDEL
Casp6 inh = inhibitors of human caspase-6 | P55212 | purified caspase-6, Z-VEID-R110 cleavage fluorescence | inhibition, % at 12.5 µM | 350,000 tested, 0.53% active;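 active = mean inhibition across replicates at least about 35%, with every replicate also reaching that limit, limit read from the data; inconclusive = only one of the two criteria met; inactive = neither criterion met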;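 also: 0% = median of neutral control wells and 100% = no fluorescence left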
Target sequence (P55212 24-179 limits assumed): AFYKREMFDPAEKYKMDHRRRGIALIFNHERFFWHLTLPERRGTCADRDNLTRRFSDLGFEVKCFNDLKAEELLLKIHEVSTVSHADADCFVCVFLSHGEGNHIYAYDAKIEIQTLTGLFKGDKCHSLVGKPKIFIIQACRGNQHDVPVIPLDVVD
Target sequence (P55212 194-293 limits assumed): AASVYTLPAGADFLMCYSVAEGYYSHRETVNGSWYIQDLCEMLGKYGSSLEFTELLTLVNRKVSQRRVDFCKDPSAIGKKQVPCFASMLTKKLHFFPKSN
CFTR F508del cor = correctors of CFTR F508del function in bronchial epithelial cells. CFBE cells, YFP halide quenching; stimulated with forskolin plus potentiator P3; % fluorescence drop versus neutral controls. activity (quench increase), % at 7.58 µM. 350,000 tested, 0.36% active. AID 720511;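 active = mean added fluorescence quench of at least 8% versus neutral control, with both replicates also reaching 8%; inconclusive = only one of the mean or replicate conditions met; inactive = mean below 8% and not both replicates reaching 8%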;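 also: cells transiently co-express mutant CFTR-F508del with the halide-sensitive YFP; corrector assay measuring rescue of mutant channel to the surface after 24 h compound exposure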
miR-122 sensor = inhibitors of miR-122 in Huh7 cells; Huh7 miR-122 Renilla luciferase sensor, 48 h; neutral wells = 0, positive control = 100; activation (reporter increase), % at 12.5 µM; 340,000 tested, 0.3% active; AID 602342;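 active = mean replicate activation score at least 90 and every replicate individually at or above 90; inconclusive = only one of the two criteria met; inactive = neither criterion met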;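 also: higher luciferase means less miR-122 activity so hits act as miR-122 inhibitors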
ERAP1 HTS inh = ERAP1 (human) enzyme inhibition; inhibition, % at 10.7 µM; 340,000 tested, 0.15% active; Q9NZ08; recombinant ERAP1, Leu-AMC fluorescence, 60 min;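 active = mean replicate inhibition of at least 30%, or all replicates individually reaching that 30% level; inactive = mean below 30% and not every replicate reaching it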;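 also: 0% = neutral control wells and 100% = L-leucinethiol positive control wells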
Numbers without * were called inactive; ? = inconclusive; nt = no result given; [ ] = another dose, or the depositor's remark.

entry	DENV2 CPE	SIRT5 inh	ERp5 block	Casp6 inh	CFTR F508del cor	miR-122 sensor	ERAP1 HTS inh	Structure
1	28*	-4	5	7	-2.7	nt	-2	O=C(N[C@H]1CC[C@H](CCNC(=O)C2CCCCC2)O[C@@H]1CO)c1ccncc1
2	-3	-5	2	5	-2.4	nt	-10	O=C(O)c1cc2nc(-c3ccccc3)cc(-c3ccccc3)n2n1
3	-4	2	3	1	0.0	10	1	CC(=O)N1CCOc2ccc(S(=O)(=O)Nc3cccc(C)n3)cc21
4	-7	-1	-1	5	-0.1	-1	-3	Cn1c(CC(=O)Nc2ccccc2F)nnc1SCC(=O)Nc1ccccc1Br
5	15	-1	-3	1	0.1	nt	1	C=CC[C@@]1(C(=O)NCCCOC)N=C(c2ccc(OCCCO)cc2)O[C@@H]1c1ccccc1
6	-14	nt	-3	-3	-5.4	-3	nt	Cc1ccc(-c2cn(CCN)c(-c3ccc(Cl)nc3)n2)cc1
7	-1	-5	9	9	2.3	13	-3	O=C(NC(=S)Nc1cccc(C(F)(F)F)c1)c1ccc2nonc2c1
8	-4	-4	-1	0	-0.9	nt	-4	O=C(Cc1cccc(Cl)c1)Nc1ccc(Br)cc1
9	-4	-2	6	-9	-2.2	2	1	Cc1ccc2cc(NC(=O)C3(C)CCN(C)C3)ccc2n1 (configuration not stated)
10	-6	1	2	2	-2.7	-7	2	CC12CCC3C(=CCc4cc(O)ccc43)C1CC(=NO)C2O (configuration not stated)
11	nt	-3	2	nt	0.2	-3[16.7 µM]	nt	C[C@H]1CN([C@@H](C)CO)C(=O)c2cc(N(C)C)ccc2O[C@H]1CN(C)Cc1ccc(C(=O)O)cc1
12	17	3	4	0	0.7	nt	1	CO[C@@H]1CN(C)C(=O)c2ccc(NC(=O)C3CC3)cc2OC[C@H](C)N(CCc2ccccc2)C[C@H]1C
13	-4	0	-4	1	1.6	nt	2	Cc1cc(-c2ccccc2)[nH]c(=O)c1C#N
14	-3	nt	nt	nt	-1.1	3[16.7 µM]	nt	CN1C(=O)c2cc(NS(C)(=O)=O)ccc2OC[C@H]2O[C@@H](CC(=O)Nc3cccc(F)c3)CC[C@@H]21
15	4	-2	-4	3	0.0	nt	2	O=C(NC1CCN(C(=S)NCCc2ccccc2)CC1)C1CC1
16	-9	0	4	0	2.6	4	0	COc1ccccc1N1CCN(C(=O)c2ccc(-c3ccccc3)cc2)CC1
17	-9	-3	9	4	0.8	nt	nt	O=C1Nc2ccccc2NC(c2ccc3c(c2)OCO3)=C1N(Cc1ccc(F)cc1)C(=O)c1ccco1
18	1	0	4	1	-2.0	-5	-4	COc1ccc(S(=O)(=O)N2CCN(C)CC2)cc1C(=O)Nc1ccccc1
19	-5	-1	-4	-1	1.2	nt	3	NC1=NC(=O)/C(=C/c2ccccc2OCC(=O)Nc2ccc(F)cc2)S1
20	4	-1	1	-2	-1.6	-4	-4	O=[N+]([O-])c1cccc(C(O)C23CN4CN(CN(C4)C2)C3)c1 (configuration not stated)
21	-2	3	4	0	-0.6	18[16.7 µM]	7	CCC(=O)Nc1ccc2c(c1)C(=O)N(C)[C@H]1CC[C@@H](CC(=O)NC3Cc4ccccc4C3)O[C@H]1CO2
22	?	-4	0	-1	0.9	6	2	CCOC(=O)CSc1nc2c(c(=O)[nH]c(=O)n2C)n1Cc1ccccc1
23	3	-7	2	-1	nt	5	-1	CCNC(=S)N1CCNC(=O)C1CC(=O)OC (configuration not stated)
24	17	-1	-2	-1	3.6	-7[16.7 µM]	6	Cc1noc(C)c1NC(=O)Nc1ccc2c(c1)CC(=O)N([C@H](C)CO)C[C@H](C)[C@H](CN(C)Cc1ccc(C(F)(F)F)cc1)O2
25	-2	4	8	2	2.2	-3[16.7 µM]	-1	CC(C)CC#Cc1cnc2c(c1)C(=O)N([C@H](C)CO)C[C@@H](C)[C@@H](CN(C)C(=O)c1ccc3c(c1)OCO3)O2
26	-4	4	1	2	2.2	15[16.7 µM]	0	C/C=C/c1ccc2c(c1)O[C@H](CN(C)C(=O)Nc1ccc(F)cc1)[C@@H](C)CN([C@H](C)CO)S2(=O)=O
27	-4	0	4	0	-0.9	-2	-2	CCOC(=O)C1(C)CCCN1C(=O)c1ccc(N(C)C)cc1 (configuration not stated)
28	-4	4	1	-2	-0.2	14[16.7 µM]	1	CCCNC(=O)N1[C@H](CO)[C@H](c2ccccc2)[C@H]1CNC(=O)c1cccc(F)c1
29	8	-17	-4	-1	1.2	-3[16.7 µM]	3	COc1ccc(S(=O)(=O)Nc2ccc3c(c2)C(=O)N([C@@H](C)CO)C[C@H](C)[C@H](CN(C)C(=O)NC2CCCCC2)O3)cc1
30	nt	1	4	2	2.5	nt	0	Cc1nnnn1/C(=C\c1ccccc1)C(=O)OCC(=O)N1CC2(C)CC1CC(C)(C)C2 (configuration not stated)
31	4	-1	3	-2	nt	nt	3	CN(CC(=O)Nc1ccc(Cl)cc1)Cc1cc(=O)n2ccsc2n1
32	9	1	9	-3	2.4	nt	-1	N#C[C@@H]1[C@H](c2ccccc2C2=CCCCC2)[C@@H](CO)N1C(=O)c1cccc(F)c1
33	-2	4	1	34	0.2	-2	4	O=C(c1ccc2ccccc2c1)c1cccc(F)c1C(=O)O
34	8	4	-3	-8	-2.9	-2	-1	Cc1ccccc1NC(=O)COC(=O)c1ccc2c(c1)C(=O)N(CCCN1CCOCC1)C2=O
35	-1	-1	4	nt	-1.8	-12	-2	COCCNC(=O)C(c1ccc(OC)cc1)N(Cc1ccco1)C(=O)CCC(=O)Nc1ccccn1 (configuration not stated)
36	2	nt	1	0	1.9	nt	nt	c1ccc(Sc2ncccn2)nc1
37	5	-4	1	-2	-1.8	nt	1	COc1cc(CN2CCN(Cc3ccco3)CC2)cc(OC)c1
38	-1	-3	-1	2	0.8	11	-1	Cc1cc(C)c2c(CN3CCC(C)CC3)cc(=O)oc2c1
39	1	-5	-3	0	nt	-3	9	CC1CCCC(NC(=O)COC(=O)c2cccc(NS(=O)(=O)/C=C/c3ccccc3)c2)C1C (configuration not stated)
40	-5	0	3	2	-2.0	6[16.7 µM]	-2	CCCNC(=O)N1C[C@H](O)COC[C@@H]2O[C@@H](CC(=O)NCc3ccc(Cl)c(Cl)c3)CC[C@H]21
41	-4	1	2	-1	0.7	nt	4	N#C[C@H]1[C@H](c2ccc(-c3ccccc3)cc2)[C@@H](CO)N1C(=O)Cc1ccccc1
42	-1	1	1	0	-1.7	66	-2	COc1cc2c(c(OC)c1OC)-c1ccc(OC)c(=O)cc1[C@@H](NC(C)=O)CC2
43	-1	0	-1	1	-1.1	nt	2	O=C1/C(=C/c2ccccn2)SC(=S)N1N1CCOCC1
44	-4	2	6	-7	-0.5	nt	-2	COc1ccc(OC)c2sc(N(CCN(C)C)C(=O)/C=C/c3cccs3)nc12
45	3	4	-4	-6	-1.0	nt	2	CCCNC(=O)Nc1ccc2c(c1)OC[C@@H](C)N(C(=O)C1CC1)C[C@@H](C)[C@@H](OC)CN(C)C2=O
46	-5	-4	-5	0	-0.8	23[16.7 µM]	-1	COc1ccc(-c2cnc3c(c2)C(=O)N([C@H](C)CO)C[C@@H](C)[C@H](CN(C)Cc2ccccn2)O3)cc1
47	-5	nt	5	-1	-2.0	-6	-4	COc1cccc(CN2CCC2(C)C(=O)Nc2cccc(Oc3ccccc3)c2)c1OC (configuration not stated)
48	-1	1	-10	-1	-2.3	4[16.7 µM]	-3	C[C@H](CO)N1C[C@H](C)[C@H](CN(C)Cc2ccncc2)Oc2ccc(NC(=O)CCCCCC(=O)Nc3ccccc3N)cc2CC1=O
49	1	-2	4	0	-1.9	nt	0	O=C(c1cnn(-c2ccc(Cl)cc2)c1)c1ccccc1O
50	nt	nt	0	-2	nt	-1	0	O=C(COc1ccc2c3c(c(=O)oc2c1)CCC3)c1ccc2c(c1)OCO2
51	3	1	2	0	2.5	-10	3	O=C(N/N=C/c1cccc2nccnc12)c1ccccc1O
52	1	-1	4	-4	-3.4	-11	1	COc1ccc(CN2CCNC(=O)C2CC(=O)NCCc2nc(C)c(C)s2)cc1C (configuration not stated)
53	-4	4	0	-10	-2.6	-2	-1	COc1cccc(OC)c1OCCOCCN1CCN(C)CC1
54	1	-3	6	nt	0.0	4	-6	O=C(NCc1ccco1)C1CCCN1S(=O)(=O)c1ccc2ccccc2c1 (configuration not stated)
55	nt	-7	-1	7	-1.3	0	6	Cc1ccccc1NC(=O)Cc1c(O)c2ccccc2[nH]c1=O
56	115*	-2	3	-4	1.3	-1	0	CCOC(=O)C1CCN(Cc2c(C(=O)N3CCOCC3)nc3c(C)cccn23)CC1
57	-10	nt	-1	-1	0.4	nt	1	CN(C)c1ccc(NC(=S)NCC2CCCO2)cc1 (configuration not stated)
58	-4	-2	1	2	4.3	nt	-1	CCc1ccc(Nc2nc(C)cc(C)c2C(N)=O)cc1
59	1	0	-1	-1	-1.3	-4	1	Cc1ccccc1CSc1nnc(-c2cnccn2)n1C
60	3	6	-2	1	-4.8	1	-1	O=C(NCCc1ccccc1)c1n[nH]c(=O)c2ccccc12

A draw from above in order of heavy-atom count, descending:
entry	DENV2 CPE	SIRT5 inh	ERp5 block	Casp6 inh	CFTR F508del cor	miR-122 sensor	ERAP1 HTS inh	Structure
11	nt	-3	2	nt	0.2	-3[16.7 µM]	nt	C[C@H]1CN([C@@H](C)CO)C(=O)c2cc(N(C)C)ccc2O[C@H]1CN(C)Cc1ccc(C(=O)O)cc1
39	1	-5	-3	0	nt	-3	9	CC1CCCC(NC(=O)COC(=O)c2cccc(NS(=O)(=O)/C=C/c3ccccc3)c2)C1C (configuration not stated)
4	-7	-1	-1	5	-0.1	-1	-3	Cn1c(CC(=O)Nc2ccccc2F)nnc1SCC(=O)Nc1ccccc1Br
27	-4	0	4	0	-0.9	-2	-2	CCOC(=O)C1(C)CCCN1C(=O)c1ccc(N(C)C)cc1 (configuration not stated)

(list continues)
entry	DENV2 CPE	SIRT5 inh	ERp5 block	Casp6 inh	CFTR F508del cor	miR-122 sensor	ERAP1 HTS inh	Structure
61	?	-4	-18	1	1.4	nt	-3	CCOC(=O)Cn1c(C(F)(F)F)nc2nc(Cl)c(Cl)nc21
62	-8	-2	13	2	5.6	nt	1	CCn1c(=O)c(C(=O)CN(C)CC(=O)Nc2cccc(F)c2)c(N)n(Cc2ccccc2)c1=O
63	-6	-1	-1	2	-1.1	-15[16.7 µM]	-3	C[C@@H]1CN([C@H](C)CO)C(=O)c2cc(NC(=O)Nc3ccccc3)ccc2O[C@@H](C)CCCCO[C@@H]1CN(C)CC1CCCCC1
64	-2	-10	-4	-15	2.6	nt	-4	CN(C)CC#Cc1ccc([C@@H]2[C@H]3CN(C(=O)c4cccc(F)c4)CC(=O)N3[C@H]2CO)cc1
65	2	2	-3	-3	0.9	nt	-4	O=C(C1CCC(CNc2c(N3CCCCC3)c(=O)c2=O)CC1)N1CCN(C2CCCCC2)CC1 (configuration not stated)
66	1	2	-1	0	-2.4	nt	-5	Cc1c(C(=O)C(=O)NCc2cccs2)c2ccccc2n1C
67	nt	0	5	-3	nt	-14	3	COc1ccc(-c2cn3c(n2)CCC3)cc1
68	3	6	3	0	4.9	4	-8	CC(C)(C)c1ccc(C(=O)NCCC(=O)Nc2ccc(S(=O)(=O)Nc3nccs3)cc2)cc1
